HTRA1 inhibitor = inhibitors of human serine peptidase HTRA1; Q92743; recombinant HTRA1, FP-rhodamine activity-based probe, fluorescence polarization; inhibition, % at 5.96 µM; hit rate 0.5% among 340,000; in the data active = inhibition above about 36%;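 also: 0% = enzyme with DMSO and 100% = wells lacking enzyme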
LEDGF integ inh = blocks HIV-1 LEDGF/p75-dependent DNA integration; AID 743269; TR-FRET IN-LEDGF/p75 DNA integration, Eu/Cy5; hit rate 0.64% among 370,000; inhibition, % at 3.7 µM;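 active = inhibition above the screen-wide mean plus 3 SD, cut at about 13% in these data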;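 also: signal is the Cy5 over europium emission ratio at 671 and 618 nm; 0% = plate median of compound wells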
ABHD4 inh = inhibitors of mouse ABHD4; inhibition, % at 8.92 µM; hit rate 0.54% among 370,000; purified mABHD4, FP-Rh probe fluorescence polarization; AID 720543;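 active = inhibition exceeding the mean over every tested compound plus 3 SD, cut at about 30% in these data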;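 also: 0% = plate median of compound wells and 100% = S159A mutant with DMSO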
Target sequence (Q8VD66 whole entry, looked up): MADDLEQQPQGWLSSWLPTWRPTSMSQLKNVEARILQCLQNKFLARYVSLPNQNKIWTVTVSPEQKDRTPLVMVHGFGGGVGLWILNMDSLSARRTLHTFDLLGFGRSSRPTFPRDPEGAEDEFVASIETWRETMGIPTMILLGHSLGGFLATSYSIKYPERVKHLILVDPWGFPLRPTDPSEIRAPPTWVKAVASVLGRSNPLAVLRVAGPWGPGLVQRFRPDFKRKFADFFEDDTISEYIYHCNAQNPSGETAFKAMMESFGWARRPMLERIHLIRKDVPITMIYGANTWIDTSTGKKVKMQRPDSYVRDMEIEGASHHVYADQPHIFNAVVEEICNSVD
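Doses – 8.92 µM, single dose · Material – wild-type mouse ABHD4 protein · Replication – single well per compound (singlicate) · Measure – percent inhibition of probe binding, normalized to plate controls · Schedule – 45 min compound pre-incubation plus 60 min probe step, 25 °C · Detection – fluorescence polarization with parallel and perpendicular emission, 525/598 nm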
TCR-CD3 inh = blocks the human TCR-CD3 interaction; TAMRA-labeled TCR probe fluorescence, biochemical; inhibition, % at 9.4 µM; hit rate 0.37% among 360,000; in the data active = inhibition above about 19%;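 also: recombinant mutant TCR 2C K166C tagged with TAMRA read by polarization; 0% = receptor in buffer alone and 100% = receptor with positive control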
MBD2 DNA inh = MBD2-methylated oligo binding inhibition; inhibition, % at 4.4 µM; AID 686964; TR-FRET, MBD2 binding to methylated oligonucleotide; Q9UBB5; hit rate 0.31% among 370,000; in the data active = inhibition above about 13%
PG9 Ab binder = small molecules binding HIV-1 gp120 antibody PG9; TR-FRET gp120-PG9 antibody binding; inhibition, % at 6.7 µM; hit rate 0.43% among 360,000; AID 624416; in the data active = inhibition above about 8.5%
UHRF1 binding = human UHRF1 methylated DNA binding inhibitors; UHRF1 binding to methylated oligo, TR-FRET; inhibition, % at 4.4 µM; hit rate 0.75% among 370,000; AID 687016; in the data active = inhibition above about 21%;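 also: UHRF1 SRA domain binding a hemimethylated CpG hairpin DNA probe; 0% = median of test compound wells and 100% = reference inhibitor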
rCAG RNA binder = molecules binding r(CAG) RNA repeats | inhibition, % at 3 µM | hit rate 1.3% among 370,000 | r(CAG) RNA repeat, TO-PRO-1 dye displacement fluorescence | AID 651821;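 active = inhibition above the plate cutoff, the mean of all test compounds on that plate plus 3 SD, cut at about 35% in these data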;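 also: 0% = DMSO alone and 100% = 100 µM mitoxantrone as full dye displacement; higher means more dye released from RNA so lower well fluorescence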
PRMT1 inh = inhibitors of human PRMT1; recombinant PRMT1, activity-based probe fluorescence polarization; Q99873; inhibition, % at 2.79 µM; hit rate 1.3% among 370,000;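 active = inhibition above about 21% made by adding two undisclosed values, limit read from the data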
Target sequence (Q99873 whole entry, looked up): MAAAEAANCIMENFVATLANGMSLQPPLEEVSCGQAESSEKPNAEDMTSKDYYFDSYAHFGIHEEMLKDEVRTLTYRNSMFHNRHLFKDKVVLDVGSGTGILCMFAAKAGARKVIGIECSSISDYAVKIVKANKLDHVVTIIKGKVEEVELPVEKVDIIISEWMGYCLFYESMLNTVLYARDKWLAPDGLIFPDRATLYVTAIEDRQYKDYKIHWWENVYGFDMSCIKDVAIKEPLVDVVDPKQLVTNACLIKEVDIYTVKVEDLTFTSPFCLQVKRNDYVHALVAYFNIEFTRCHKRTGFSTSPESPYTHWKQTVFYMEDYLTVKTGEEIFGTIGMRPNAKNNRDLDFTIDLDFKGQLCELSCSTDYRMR
NR1D1 modulator = Rev-erb alpha (human) modulation | P20393 | Rev-erbα–FITC-DNA binding, fluorescence polarization, 90 min | activity, % at 10 µM | hit rate 0.79% among 370,000 | AID 1259318;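 active = activity above about 14%, limit read from the data; passing the limit was not always enough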;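 also: 0% = DMSO wells with 35 nM protein and 100% = DMSO wells with 750 nM protein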
An asterisk follows results filed as active; nt = no result given.

Each structure is followed by: HTRA1 inhibitor	LEDGF integ inh	ABHD4 inh	TCR-CD3 inh	MBD2 DNA inh	PG9 Ab binder	UHRF1 binding	rCAG RNA binder	PRMT1 inh	NR1D1 modulator
Cc1ccc2c(c1)/C(=C/c1ccc(F)cc1)C(=O)N2
    -13	-3	-14	-10	5	-3.8	4	6	4	0
O=C(CNC(=O)Cc1ccccc1)NCC(=O)N1CCCCC1
    -3	4	3	7	-5	0.9	-4	-2	-6	1
COCCNc1nc2nonc2nc1N(C)Cc1cccc2cnccc12
    0	2	-2	5	2	-1.5	0	-2	-2	9
CC1=CCC2C(=O)N(c3ccc(S(N)(=O)=O)cc3)C(=O)C2C1 (stereo unspecified)
    -1	0	1	9	3	-1.5	0	3	0	-3
COc1cccc(OCC(=O)Nc2ccncc2)c1
    4	-3	6	-1	-1	-0.7	-1	-1	1	-4
CCOC(=O)N1CCN(C(=O)C(=O)NNC(=O)COc2ccc(Cl)cc2)CC1
    -2	-1	1	5	0	-3.1	-1	5	2	1
COc1ccc(-c2nc(CN3CCN(c4ncccn4)CC3)c(C)o2)cc1C
    -8	3	-1	7	0	0.6	-1	-5	2	4
CCOc1cc(NC(=S)NCC2CCCO2)c(OCC)cc1NC(=O)c1ccc(C)cc1 (stereo unspecified)
    4	-1	-2	5	-1	-1.7	1	0	-3	2
CCOC(=O)CCP(=O)(O)C(O)c1ccccc1 (stereo unspecified)
    -1	-4	1	-2	1	1.8	-2	-2	-3	-3
On1nnc2cc(C(F)(F)F)ccc21
    5	3	3	-1	-1	2.4	5	2	-2	2
Cc1cc(C)c(C)c(S(=O)(=O)N2CCN(CC(=O)Nc3ccc([N+](=O)[O-])cc3)CC2)c1C
    2	0	5	-10	2	0.5	4	1	-1	-3
CN(Cc1ccc(OC(F)F)cc1)C(=O)/C=C/c1ccc(S(=O)(=O)N2CCOCC2)cc1
    -1	2	-8	-5	1	-2.0	3	-1	-3	2
CCc1noc(C)c1C(=O)N(C)CC(=O)Nc1ccc(OC)cc1
    -4	2	-4	-8	-3	1.2	-3	-7	0	1
Cc1nnc(SCc2cc(=O)[nH]c(=S)[nH]2)s1
    4	4	5	4	-3	-0.4	1	0	-2	10
CCC1(CC)NC(=O)N(CC(=O)OC(C)C(=O)Nc2ccc(S(N)(=O)=O)cc2)C1=O (stereo unspecified)
    5	3	-3	2	-4	-0.1	-2	4	-1	6
CCOC(=O)[C@H]1[C@H]2COc3ccc(OC)cc3[C@@H]2N2C(=O)c3cc(OC)ccc3NC(=O)[C@@]12C
    -7	0	-6	4	0	-1.4	-1	0	-1	-1
CCOCCn1c(CN2CCN(c3ccc(F)cc3)CC2)nc2c1c(=O)n(C)c(=O)n2C
    2	0	-4	1	-4	-3.4	0	2	0	-6
O=C(COC(=O)Cc1ccc(Br)cc1)NC1CCCCCC1
    6	0	2	12	1	0.0	2	-7	-3	-5
Cc1ccc(CCNC(=O)C2CCN(S(=O)(=O)c3ccc4c(c3)NC(=O)CO4)CC2)cc1
    -1	2	-1	0	0	-0.4	1	-1	2	-5
CN(C)c1ccc(C(=O)N2CCNC(=O)C2CC(=O)Nc2ccc(F)cc2)cc1 (stereo unspecified)
    6	1	-4	0	-9	0.7	-4	-1	0	3
CC(C)C(NC(=O)c1ccc(F)cc1)C(=O)N1CCOCC1 (stereo unspecified)
    -1	0	2	2	-3	-1.8	-3	3	-1	1
COc1ccc(-c2nc3ccccc3c(=O)n2-c2c(C)n(C)n(-c3ccccc3)c2=O)cc1
    6	4	-4	-2	-6	-2.2	0	-2	-5	-3
O=CNC(n1cnc2c(N3CCOCC3)ncnc21)C(Cl)(Cl)Cl (stereo unspecified)
    6	1	-2	3	1	2.1	0	-4	3	-2
CC(=O)c1c(OCC(=O)N(C)C2CCCCC2)ccc2c(C)cc(=O)oc12
    -6	2	1	-5	0	1.1	-1	1	1	2
CC(OC(=O)c1nc(Cl)ccc1Cl)C(=O)NCc1ccccc1 (stereo unspecified)
    0	-1	-3	-6	-5	1.4	0	0	4	-1
C[C@@]12C(=O)N(CCc3c[nH]c4ccccc34)CC(=O)N1[C@H]1c3ccccc3OC[C@@H]1[C@@H]2c1ccccc1
    -15	2	-8	-2	-2	-0.5	1	3	-2	1
Cc1ccc(N2CC(C(=O)OCC(=O)c3ccc[nH]3)CC2=O)cc1 (stereo unspecified)
    -1	-6	-7	-9	-1	-3.0	1	0	0	5
COC(=O)C[C@H]1CC[C@@H]2[C@H](COc3ccc(NC(=O)C(C)C)cc3C(=O)N2C)O1
    nt	-2	0	nt	2	nt	8	2	4	0
CSCCC1C(=O)OC2(C)CC(C)(C)NC(=S)N12 (stereo unspecified)
    -6	1	-4	4	-4	-2.3	-2	-2	-2	2
Cc1ccc(/C(O)=C2\C(=O)C(=O)N(CCc3c[nH]c4ccccc34)C2c2cccnc2)cc1 (stereo unspecified)
    0	8	8	-1	5	3.0	-3	7	3	-6
C(=C\c1ccccc1)/CN1CCN(C(c2cccs2)c2nnnn2C2CCCC2)CC1 (stereo unspecified)
    nt	0	4	5	3	0.0	-4	1	-3	9
CC(C)C(c1nnnn1C1CCCC1)N1c2ccccc2CC1C (stereo unspecified)
    -12	5	-1	-5	1	3.0	-3	0	10	4
COc1ccc(C(=O)NC(=S)Nc2cccc(NC(=O)c3ccco3)c2)cc1[N+](=O)[O-]
    3	-4	5	0	-4	-0.3	4	6	2	1
CC(C)(C)c1ccc(C(=O)Nc2ccc(C(=O)NCc3cccnc3)cc2)cc1
    -16	6	-15	2	0	1.0	2	-2	0	-5
Cc1cc(C)c(NC(=O)Nc2ccc3c(c2)OCO3)c(C)c1
    -2	2	0	9	0	-0.3	0	1	-2	-2
CCn1nc(C)cc1C(=O)N1CCCC(N2CCN(c3cccc(Cl)c3)CC2)C1 (stereo unspecified)
    -2	1	6	5	3	-1.3	1	-10	0	-1
C[C@@H]1CN([C@H](C)CO)C(=O)c2cc(C#CC(C)(C)O)cnc2O[C@@H]1CN(C)C(=O)C1CC1
    2	-5	-3	4	-8	1.5	-2	1	-4	-2
COc1ccc(S(=O)(=O)CCC(=O)Nc2c(C)cccc2C)cc1
    4	-5	0	-1	6	0.8	2	5	4	-2
O=C(Nc1ccc(OCC(=O)N2CCOCC2)cc1)c1cc(F)c(F)cc1Cl
    10	6	-3	-1	0	0.2	2	-4	-3	6
N/C(=N\OC(=O)c1ccccc1F)c1cccc([N+](=O)[O-])c1
    7	3	-5	-1	1	-0.4	4	0	1	2
O=C(CSCc1ccc(Cl)cc1)Nc1nccs1
    0	-2	-7	2	0	-2.2	-1	-1	-1	-1
CCCCNC(=O)NS(=O)(=O)c1ccc(NC(=O)CSc2nnc(-c3ccc(Cl)cc3)n2N)cc1
    nt	-2	1	nt	3	nt	2	16	5	-2
Cc1cccc(Cn2cc(CN3CC(N(C)CCCOC(=O)c4cc(C)cc(C)c4)CS3(=O)=O)nn2)c1 (stereo unspecified)
    nt	0	-9	nt	-1	nt	4	6	-2	-2
CC[C@]12c3[nH]c4cc(-c5ccco5)ccc4c3CCN1C(=O)[C@@H](CC(=O)NCCCOC)C[C@@H]2C(=O)N1CCN(C(=O)C2CC2)CC1
    -2	0	-3	-1	4	1.4	-3	7	14	-1
COC(=O)c1ccc(OC(=O)CCN2c3ccccc3Sc3ccccc32)cc1
    10	-4	-1	-5	-1	-2.6	5	5	1	-1
Fc1ccc(CSc2ncnc3c2oc2ccccc23)cc1
    -1	3	-3	-14	4	2.0	8	5	-4	290*
Cc1ccc(OCC(=O)Nc2cccnc2Cl)cc1C
    -6	3	3	-1	-4	-0.1	-2	-1	-6	2
COC(=O)c1cc(OC)c(OC)cc1NCC(=O)Nc1ccc(OC)c(OC)c1
    5	-2	1	1	-4	-3.0	-1	3	-2	-4
O=C1c2ccccc2C(Nc2ccc(Cl)cn2)N1Cc1ccccc1 (stereo unspecified)
    -26	-1	-9	-4	-1	2.6	3	3	3	7
O=C(CCCCCNc1nc(=S)[nH]c2ccccc12)N1CCN(c2ccccn2)CC1
    -2	-1	4	1	-2	-3.1	-1	5	-2	0
CCn1ccc(C(=O)NC2=C(C#N)CCC2)n1
    3	0	1	3	-2	-0.6	-2	3	3	1
Cc1ccc(CNS(=O)(=O)c2ccc(F)c(F)c2)n1C
    1	3	5	2	-1	0.3	-3	5	8	-4
CCC1(CC)NC(=O)N(Cc2nc3ccccc3s2)C1=O
    1	5	2	2	-5	-2.0	1	0	-3	1
Cc1nn(-c2ccccc2)c(Cl)c1/C=N/Nc1ccc(Cl)c(C(=O)O)c1
    -1	-2	5	-2	5	-3.1	4	26	12	4
Cn1c(NC(=O)/C=C\c2ccccc2)cc(=O)n(C)c1=O
    12	0	1	-6	0	-1.0	26*	-2	2	-3
O=C(c1nc2ccc(Cl)cn2c1CNCCc1cnccn1)N1CCCCCCC1
    6	1	0	1	-6	-1.8	-2	-9	-2	0
COCCCn1cc(CN2CC(N(C)C)CS2(=O)=O)nn1 (stereo unspecified)
    nt	-3	-1	-1	4	-2.5	4	1	4	-5
COc1ccc(OC)c(S(=O)(=O)NC(N)=NCCc2ccccc2)c1
    4	2	3	4	1	-3.5	2	-1	0	0
CC(C)NC(=S)NCc1cccnc1
    2	0	1	5	4	-0.5	0	0	-1	6
COc1ccccc1/C=C/C(=O)NNC(=O)c1cccs1
    -2	0	4	4	1	0.3	-1	-1	8	-6

Following part.
Each structure is followed by: HTRA1 inhibitor	LEDGF integ inh	ABHD4 inh	TCR-CD3 inh	MBD2 DNA inh	PG9 Ab binder	UHRF1 binding	rCAG RNA binder	PRMT1 inh	NR1D1 modulator
CC1=C/C(=N\NC(=S)Nc2cccnc2)CC(C)(C)C1
    11	-13	2	3	-3	0.3	-1	0	5	-2
CC(C)(C)c1ccc(C(=O)NCC(=O)OCC(=O)NC(=O)NC2CCCC2)cc1
    5	-2	20	0	4	0.3	9	-2	1	1
O=C(NC1CCCC1)C1CCN(S(=O)(=O)N2CCCCC2)CC1
    -3	-4	1	5	0	-1.0	0	-1	-1	-7
O=S(=O)(/C=C/c1ccccc1)NC1CCCCCCC1
    -20	3	-5	4	3	-1.1	1	-5	0	-2
Cc1ccc(C)c(Cn2nnc3c(=O)[nH]c(C4CCCN(C(=O)C5CCCCC5)C4)nc32)c1 (stereo unspecified)
    -12	-2	-4	-1	-4	-1.6	0	0	-1	4
CC(=O)NC1C(=O)N=C(SC(C)C(=O)Nc2cccc(Cl)c2)NC1=O (stereo unspecified)
    5	1	1	5	-4	-0.8	-1	3	22*	2
COc1ccc(N2C(=O)CC(N3CCN(c4nc5ccccc5s4)CC3)C2=O)cc1 (stereo unspecified)
    -6	-3	9	-8	2	-0.5	1	1	20	0
Cc1cc(C(=O)Nc2cccc([N+](=O)[O-])c2)c(C)o1
    -13	-2	6	-5	3	0.1	-1	5	-2	-1
CCc1cccc(CC)c1NC(=S)NCCc1c(C)[nH]c2ccccc12
    -6	-3	4	-4	1	-3.3	-2	3	1	2

Three structures out of the list, ordered by SMILES length, low to high:
Each structure is followed by: HTRA1 inhibitor	LEDGF integ inh	ABHD4 inh	TCR-CD3 inh	MBD2 DNA inh	PG9 Ab binder	UHRF1 binding	rCAG RNA binder	PRMT1 inh	NR1D1 modulator
O=C(NC1CCCC1)C1CCN(S(=O)(=O)N2CCCCC2)CC1
    -3	-4	1	5	0	-1.0	0	-1	-1	-7
CCc1cccc(CC)c1NC(=S)NCCc1c(C)[nH]c2ccccc12
    -6	-3	4	-4	1	-3.3	-2	3	1	2
Cc1ccc(C)c(Cn2nnc3c(=O)[nH]c(C4CCCN(C(=O)C5CCCCC5)C4)nc32)c1 (stereo unspecified)
    -12	-2	-4	-1	-4	-1.6	0	0	-1	4

Screening data from PubChem.

An excerpt; rates above refer to the full screens.
